H9c2 protect = protects H9c2 cardiomyocytes from peroxide injury | H2O2 injury protection, ATPLite, 2 h | protection from H2O2 cell death, % at 20 µM | hit rate 0.63% among 360,000;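 active = compounds giving at least 50% protection of heart cells from peroxide-induced death in the single-dose screen, raw or plate-pattern-corrected value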;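 also: 0% = DMSO wells with peroxide and 100% = DMSO wells without peroxide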
Exocytosis inh = blocks lytic granule exocytosis; AID 651702; inhibition, % at 10 µM; TALL-104 LAMP-1 surface exposure, flow cytometry; cells stimulated with thapsigargin and PMA; hit rate 0.66% among 360,000;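 active = inhibition above about 55%, limit read from the data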
N-glyco inh = N-linked glycosylation inhibition | D54 ERlucT glycosylation luciferase reporter, 24 h; percent of 100 nM tunicamycin response | reporter increase, % at 12.5 µM | hit rate 0.23% among 360,000 | AID 588692;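 active = mean luciferase reporter signal, scaled so untreated is 0 and the glycosylation-blocking control 100, at or above a set limit in every replicate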;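 also: luciferase carries N-glycosylation sites so blocking glycosylation raises the light; 0% = median of neutral control wells and 100% = median of 100 nM tunicamycin wells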
aDG glyco act = alpha-DG glycosylation activation | activation, % at 10 µM | Pro5-aDG cells, alpha-DG glycosylation AlphaScreen (IIH6); 0% Pro5, 100% B10-LARGE cell signal | hit rate 0.22% among 360,000 | AID 624168;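 active = activation of at least 8% versus controls, or a plate z-score of at least 8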;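 also: Pro5 are CHO cells carrying HIG-tagged alpha-DG that lacks glycosylation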
ABCB6 inh 2 = blocks the human ABCB6 transporter | Q9NP58 | K562-ABCB6 porphyrin accumulation, flow cytometry, 1 h; hits give low values | fluorescence ratio to DMSO, % at 10 µM | hit rate 0.19% among 360,000 | AID 602162;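 active = fluorescence ratio to DMSO below 75%, the collection mean minus 3 SD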;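 also: signal is porphyrin accumulated inside mitochondria; 100% equals median channel fluorescence of DMSO control wells; lower ratio means ABCB6 inhibition with less porphyrin fluorescence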
MC4R antag cAMP = antagonists of human melanocortin 4 receptor (MC4R); hit rate 0.48% among 360,000; MC4R-expressing cells, MTII-stimulated cAMP, LANCE TR-FRET; P32245; AID 540295; inhibition, % at 6.5 µM;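 active = inhibition above its plate's cutoff, the mean of tested wells on that plate plus 3 SD, cut at about 29% in these data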;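 also: 0% = Melanotan II alone and 100% = Melanotan II plus saturating MCL0020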
Target sequence (P32245 whole entry, looked up): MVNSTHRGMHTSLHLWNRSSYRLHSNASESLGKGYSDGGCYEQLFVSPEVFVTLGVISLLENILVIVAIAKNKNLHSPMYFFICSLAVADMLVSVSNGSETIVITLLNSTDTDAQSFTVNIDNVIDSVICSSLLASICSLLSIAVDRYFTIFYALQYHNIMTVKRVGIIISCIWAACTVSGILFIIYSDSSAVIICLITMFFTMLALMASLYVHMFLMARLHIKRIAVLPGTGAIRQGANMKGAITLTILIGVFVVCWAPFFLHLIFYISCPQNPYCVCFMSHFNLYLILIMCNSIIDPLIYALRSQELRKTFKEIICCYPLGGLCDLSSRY
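material = U2OS cells stably expressing human melanocortin 4 receptor (MC4R) | also added = Melanotan II challenge | dosing = single nominal compound dose of 6.5 µM | detection = TR-FRET with Eu-cAMP and labeled anti-cAMP, 671 nm | replication = singlicate | timing = compound 30 min, challenge 1 h, detection 1 h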
MC4R barr agon = activates human MC4R beta-arrestin recruitment; P32245; U2OS MC4R beta-arrestin complementation, luminescence; percent of melanotan II response, DMSO zero; activation, % at 8.9 µM; hit rate 0.98% among 360,000;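 active = activation above a per-plate cutoff, the mean activation of sample wells on that plate plus 3 SD, cut at about 8% in these data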
ABHD5-PLIN5 inh = inhibitors of human ABHD5-perilipin-5 interaction. Q00G26+Q8WTS1. Split G. princeps luciferase complementation, luminescence, 4 h. inhibition, % at 4 µM. hit rate 0.78% among 360,000. AID 602281;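 active = inhibition above the mean inhibition across every tested compound plus 3 SD, cut at about 22% in these data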;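 also: 0% = DMSO only wells and the 100% control is not disclosed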
hiPSC survival = enhancers of human iPSC single-cell survival; hiPSC single-cell survival, ATPlite luminescence; 100% = ROCK inhibitor wells, 0% = DMSO; survival enhancement, % at 20 µM; hit rate 0.044% among 360,000; AID 602274; in the data active = survival enhancement above about 18%;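 also: cells exposed to compounds for 16 hours before the ATP read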
m5-HT2A agonist = activates the mouse 5-HT2A serotonin receptor; CHO-K1 mHTR2A beta-arrestin complementation, luminescence; percent of 30 µM serotonin response; activation, % at 7.6 µM; hit rate 0.66% among 360,000; AID 624169;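 active = activation above a run cutoff, the mean activation of all tested compounds plus 3 SD, cut at about 14% in these data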;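 also: 0% = plate median of compound wells and 100% = 30 µM serotonin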
Target sequence (P35363 whole entry, looked up): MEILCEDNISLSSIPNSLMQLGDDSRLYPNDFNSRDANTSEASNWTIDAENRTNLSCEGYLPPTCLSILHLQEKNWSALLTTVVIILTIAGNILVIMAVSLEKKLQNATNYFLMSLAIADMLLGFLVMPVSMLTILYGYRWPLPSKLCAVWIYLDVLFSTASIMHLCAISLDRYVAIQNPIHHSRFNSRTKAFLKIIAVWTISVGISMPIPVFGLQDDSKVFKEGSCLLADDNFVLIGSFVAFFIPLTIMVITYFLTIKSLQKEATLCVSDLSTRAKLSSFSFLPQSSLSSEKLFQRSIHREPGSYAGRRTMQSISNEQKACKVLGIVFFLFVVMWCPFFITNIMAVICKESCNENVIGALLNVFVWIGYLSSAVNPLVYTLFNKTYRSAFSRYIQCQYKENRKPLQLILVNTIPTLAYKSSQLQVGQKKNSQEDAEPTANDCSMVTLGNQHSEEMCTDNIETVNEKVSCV
* marks the source's active call; other numbers are inactive results. The order is random. About 4.5% of those tested had a hit in this group.

SMILES	H9c2 protect	Exocytosis inh	N-glyco inh	aDG glyco act	ABCB6 inh 2	MC4R antag cAMP	MC4R barr agon	ABHD5-PLIN5 inh	hiPSC survival	m5-HT2A agonist
CCOC(=O)N1CCC(N(C(=O)Nc2cccc(OC)c2)C(C)CC)CC1 (stereo not drawn)	2	5	0	0.5	103	-5	5.1	-1	-2.6	1
CCN1CCN(CCNC(=O)c2ccc(/C=C3/Sc4ccccc4N(Cc4cccc(C)c4)C3=O)cc2)CC1	-16	86*	-7	-0.2	92	13	14*	17	-0.7	-5
CC(C)CNC(=O)c1ccccc1NC(=O)CN(c1ccc2c(c1)OCCO2)S(C)(=O)=O	1	0	-8	0.2	94	18	-0.4	2	-1.0	1
O=C(CN1CCOc2ccccc21)N1CCC(Cc2ccccc2)CC1	-18	-4	1	0.0	100	8	-0.3	-3	-4.8	0
C=CCOc1ccc(Cl)cc1-c1noc(-c2csc([C@H]3C[C@H](O)[C@@H](CO)O3)n2)n1	8	-3	2	-0.4	97	1	-0.5	6	-0.2	-3
COCCn1c(C)cc(/C=C(\C#N)C(=O)OCC(=O)N(C)c2c(N)n(Cc3ccccc3)c(=O)[nH]c2=O)c1C	3	-4	2	-0.1	101	10	0.1	-3	-0.4	6
CCOc1cc(OCC)cc(C(=O)NCc2ccco2)c1	7	-7	-3	0.0	98	-2	-0.9	1	-0.1	-2
Cc1cc2c(c(=O)o1)C(CC(C)C)C(C#N)=C(N)O2 (stereo not drawn)	9	1	1	-0.5	103	2	-0.2	1	-2.5	-2
CC(=O)Nc1ccc(OCc2cn(CC(=O)c3ccc(O)cc3)nn2)cc1	-1	2	1	0.0	101	3	-2.3	68*	-2.2	-3
COc1cc(OC)cc(-c2c(-c3ccc(F)cc3)c3cc(Br)ccc3n2C)c1	-2	-4	0	-0.2	93	-9	-0.2	-3	2.2	9
COc1ccc(C)cc1S(=O)(=O)Nc1ccc2c(c1)OCCO2	4	0	-1	-0.1	88	4	-2.7	-8	-0.5	-5
COc1ccc(-c2nc(CS(=O)CC(=O)NCCCN3CCOCC3)c(C)o2)cc1OC (stereo not drawn)	3	0	3	-0.1	102	0	0.9	-3	0.3	17*
O=C(NCC1CCNCC1)c1ccncc1	0	-3	0	-0.1	97	9	-1.5	2	1.7	2
O=C(C1CCN(CC2CC=CCC2)CC1)N(CCc1ccccc1)Cc1ccccc1 (stereo not drawn)	-10	12	-3	2.4	104	-3	0.7	0	-0.1	-8
Cc1ccc(S(=O)(=O)N2CCCCC2)cc1C(=O)N1CCN(c2ccccn2)CC1	9	9	-1	1.8	95	15	-0.2	-1	-0.6	-4
COc1ccc(C)cc1-n1nnnc1SCc1cc(=O)n2cc(C)ccc2n1	-37	0	-2	2.7	94	9	-0.8	6	3.0	3
CCN(CC)c1ccc(N=Nc2ncn[nH]2)cc1	-14	3	-2	0.5	100	-15	-0.8	6	-1.8	-4
COC(=O)c1ccc(C(=O)OC)c(NC(=O)Cc2cccs2)c1	-3	-3	1	-0.1	110	4	-0.4	3	-1.2	2
N#Cc1c2n(c3c(=O)n(CC(=O)c4ccc([N+](=O)[O-])cc4)cnc13)CCCCC2	1	10	2	-0.1	91	10	-0.6	-5	0.9	1
CCCCC(=O)N/N=C(\C)CC(=O)Nc1cc(Cl)ccc1OC	6	-2	2	0.0	91	4	-1.7	22*	-0.5	4
CCSc1nc2cc(OC)c(OC)cc2c(=O)n1CC	12	-5	-1	0.0	111	-7	0.9	-2	-1.0	-2
O=C(NC(=S)NCc1ccco1)c1ccc([N+](=O)[O-])cc1	0	1	1	0.0	96	1	-2.6	-1	-1.9	-2
COc1ccccc1C(=O)N1CCN(S(=O)(=O)Cc2ccccc2)CC1	0	0	-1	-0.1	101	4	-2.0	-1	-0.9	3
O=C(NNC(=S)NC(=O)c1cccnc1)c1ccc(Cl)cc1	8	-6	2	-0.1	103	0	-3.1	-6	-0.7	-2
CCOc1ccc(N(CC(=O)NC2CCCC(C)C2C)S(=O)(=O)c2c(C)noc2C)cc1 (stereo not drawn)	-1	-6	-4	0.2	96	5	-1.4	3	-0.2	0
Cc1ccc(C2CC(=O)N3CN(c4ccc(Br)cc4)CSC3=C2C#N)o1 (stereo not drawn)	3	-3	1	0.3	99	-2	0.0	-5	0.4	3
CC1CN(C(=O)CSc2nnc(NC(=O)NC(C)(C)C)s2)CC(C)O1 (stereo not drawn)	4	-4	2	0.5	98	-4	-2.0	6	-0.3	8
COc1ccc(C(CNC(=O)c2cc3ccccc3o2)N2CCCC2)cc1 (stereo not drawn)	10	-2	-5	0.2	99	1	-2.6	8	-0.4	-14
COCCNC(=O)Cc1cn(C)c2ccccc12	-1	0	3	0.2	104	0	-0.5	-2	0.0	11
Cc1ccc(NC(=O)C2CCN(S(=O)(=O)c3ccc4c(c3)NC(=O)CO4)CC2)cc1	1	-3	0	0.2	97	-2	-0.2	0	-0.1	3
CCOc1ccccc1NC(=O)c1csc(C)c1C	4	2	-5	0.2	97	1	-2.0	0	-0.5	-3
CCC(C(=O)N/N=C/c1cccnc1)c1ccccc1 (stereo not drawn)	1	-1	-2	0.4	106	6	-3.3	-6	-0.1	-4
COc1ccc(N2CCN(C3CCCN(Cc4cccc(C(C)=O)c4)C3)CC2)cc1 (stereo not drawn)	5	28	-2	0.1	99	10	-0.3	1	-0.6	-9
COc1ccc(CNC(=O)C2COc3ccccc3O2)cc1 (stereo not drawn)	4	-1	0	-0.1	107	1	0.4	-5	-1.1	2
COc1cc(C2C3C(=O)N(Cc4ccccc4)C(=O)C3ON2c2ccccc2)cc(OC)c1OC (stereo not drawn)	6	-1	0	0.3	106	16	1.3	-5	5.1	3
Cc1ccc(OCC(=O)c2cc(C)n(-c3cc(C)on3)c2C)c([N+](=O)[O-])n1	-8	-3	-4	0.0	98	20	1.5	12	0.4	-11
CCOC(=O)C1CCN(C(=O)COC(=O)c2oc3ccccc3c2C)CC1	0	0	2	0.0	89	6	-0.1	3	1.0	-7
O=C(COc1ccc2c(-c3ccccc3)cc(=O)oc2c1)NCC1CCC(C(=O)O)CC1 (stereo not drawn)	3	-6	1	-0.3	96	-6	0.2	-1	-0.3	-2
Cc1cc(N2CCN(c3nc4ccccc4s3)CC2)n2ncnc2n1	-17	-1	7	4.2*	89	3	0.4	10	-4.2	22*
COC(=O)c1ccc(S(=O)(=O)NCc2cccc(OC)c2)n1C	12	-2	1	0.1	99	11	-1.3	-5	4.5	3
CCn1c(SCC(=O)Nc2ccc(OC)c(S(=O)(=O)N3CCCCC3)c2)nnc1C1CC1	0	13	0	0.3	101	3	-2.1	4	-0.1	9
CN1CCN(c2ccc(Cl)cc2NC(=O)CN2C(=O)NC(C)(c3ccccc3)C2=O)CC1 (stereo not drawn)	20	15	-2	0.0	98	11	0.3	6	1.1	2
CN(CCOC(=O)c1ccco1)Cc1ccccc1	4	-4	0	-0.2	90	7	2.3	4	-0.4	-4
O=C(NCc1ccccc1)C1=C[C@@H](C2CCCCC2)C[C@@H](OCCCCO)O1	-1	-3	2	0.0	101	10	-0.7	3	1.2	-2
CCN(CC)C1=NC=CC(c2ccccc2)=CC1C (stereo not drawn)	-1	4	-3	-0.1	100	7	-2.0	-2	-0.1	0
O=C(CCc1ccccc1)NNC(=O)c1ccccc1Cl	1	6	2	0.0	86	1	-2.5	5	1.1	-3
COn1c(-c2ccccc2)nc2c1CCc1c-2no[n+]1[O-]	3	0	0	0.3	98	1	0.9	-5	-0.5	0

Bioassay records (PubChem BioAssay)
